# TRHR ag = agonists of human TRH receptor. AID 493084. P34981. 360,000 compounds, 0.18% hits. activation, % at 2 µM. TRHR cells, calcium flux fluo-8, FDSS agonist mode; in the data active = activation above about 30%; also: 0% is about no effect
#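 Steps: seed TRHR cells overnight; add fluo-8 no-wash Ca dye, RT 30 min–1.5 h; record 10 s baseline; pin-transfer compounds; monitor fluorescence 1 cycle/s for the agonist window. Calcium increases flag candidate agonists.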
# TRHR PAM = allosterically enhances the human TRH receptor; TRHR cells, fluo-8 calcium fluorescence, EC20 TRH enhancement; enhancement, % at 2 µM; 360,000 compounds, 0.66% hits; AID 493056; in the data active = enhancement above about 30%; also: 0% is about no effect
#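 Enhancer read-out: after compound pinning and an initial kinetic agonist-mode read, an EC20 of TRH (10 nM final) was injected and fluo-8 calcium signal (Ex 480/Em 530) followed at 1 s/cycle for 100 cycles in TRHR-expressing cells.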
# Apoferritin bind = binds horse apoferritin like a general anesthetic; P02791; apoferritin/1-aminoanthracene competitive binding, fluorescence; 350,000 compounds, 0.074% hits; Potency, µM (highest dose often 77.5 µM), without a hit: at the top dose activity change, negative = displacement, most hits filed as inhibitors; also: potency is read from the fitted curve at half-maximal effect; % is scaled to controls: 0 for no effect and ±100 for the full control effect; nearly all actives have a fitted effect of over 20% in size
# Target sequence (P02791 2-175 limits assumed): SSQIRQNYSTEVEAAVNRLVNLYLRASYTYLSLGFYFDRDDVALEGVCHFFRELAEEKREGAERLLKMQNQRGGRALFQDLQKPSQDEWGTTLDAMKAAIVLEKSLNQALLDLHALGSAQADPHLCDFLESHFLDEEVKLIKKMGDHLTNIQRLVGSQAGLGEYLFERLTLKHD
#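 Horse-spleen apoferritin (10 uM) was mixed with 50% saturated 1-aminoanthracene in PBS, exposed to compounds for 10 min at room temperature, and read for fluorescence (ex 380 nm, em 535 nm). Competitive displacement was fitted with a four-parameter Hill equation.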
# D2 PAM = positive allosteric modulators of human D2 dopamine receptor; P14416; HEK293 T-REx D2, calcium flux, EC20 dopamine potentiation; potentiation, % at 10 µM; 340,000 compounds, 0.34% hits; AID 485347;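 active = potentiation over 3 SD above the plate norm, cut at about 30% in these data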; also: 0% is about no effect
# Target sequence (P14416 whole entry, looked up): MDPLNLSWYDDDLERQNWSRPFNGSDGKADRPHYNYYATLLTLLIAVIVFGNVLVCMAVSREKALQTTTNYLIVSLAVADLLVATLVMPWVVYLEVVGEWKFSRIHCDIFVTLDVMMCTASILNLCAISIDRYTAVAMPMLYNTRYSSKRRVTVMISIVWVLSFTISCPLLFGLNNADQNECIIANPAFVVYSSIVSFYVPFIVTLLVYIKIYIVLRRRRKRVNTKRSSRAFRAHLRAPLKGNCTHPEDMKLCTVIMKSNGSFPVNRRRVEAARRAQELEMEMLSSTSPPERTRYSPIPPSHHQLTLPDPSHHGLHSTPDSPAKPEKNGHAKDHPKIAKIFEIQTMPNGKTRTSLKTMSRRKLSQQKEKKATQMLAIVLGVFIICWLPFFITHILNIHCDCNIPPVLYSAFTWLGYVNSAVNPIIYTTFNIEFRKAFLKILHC
#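 Potentiation of an EC20 dopamine calcium response is measured in a force-coupled, tetracycline-inducible Hek293 Trex D2 line. Compound-only kinetic reads over 180 s flag agonists before dopamine addition.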
# D1 PAM = potentiators of human D1 dopamine receptor; HEK293 TREx D1 cells, calcium flux, dopamine EC20 potentiation; P21728; AID 504651; 360,000 compounds, 0.036% hits; potentiation, % at 10 µM; in the data active = potentiation above about 30%; also: 0% is about no effect
# Target sequence (P21728 whole entry, looked up): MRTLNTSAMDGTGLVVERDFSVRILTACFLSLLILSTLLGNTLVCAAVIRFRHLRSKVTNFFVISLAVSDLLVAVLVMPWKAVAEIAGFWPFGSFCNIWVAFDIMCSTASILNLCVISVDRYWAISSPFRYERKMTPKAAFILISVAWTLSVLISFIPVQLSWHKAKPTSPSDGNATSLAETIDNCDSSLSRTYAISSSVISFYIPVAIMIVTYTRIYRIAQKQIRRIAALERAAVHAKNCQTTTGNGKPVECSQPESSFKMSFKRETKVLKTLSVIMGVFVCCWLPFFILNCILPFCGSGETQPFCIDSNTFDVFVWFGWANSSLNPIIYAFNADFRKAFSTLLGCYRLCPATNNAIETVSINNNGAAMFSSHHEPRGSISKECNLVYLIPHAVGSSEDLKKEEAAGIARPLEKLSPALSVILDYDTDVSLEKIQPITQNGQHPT
# RXFP1 antag = antagonists of human relaxin receptor RXFP1. activity change, negative = inhibition, % at 57.5 µM. Q9HBX9. AID 1259400. HEK293-RXFP1, relaxin-stimulated cAMP HTRF, 30 min; hits give low values. 350,000 compounds, 0.59% hits;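 active = activity change of -60% or lower, but not beyond a set lower limit; inconclusive = change between -60% and -40%, or beyond the set limit; inactive = change above -40%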; also: % is scaled to controls: 0 for no effect and ±100 for the full control effect
# D1 antagonist = antagonists of human D1 dopamine receptor | P21728 | 360,000 compounds, 3.2% hits | activity change, negative = inhibition, % at 10 µM | HEK293 TREx D1 cells, calcium flux, dopamine EC80; hits give low values; in the data active = activity change below about -30%; also: % is scaled to controls: 0 for no effect and ±100 for the full control effect
#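 Using tetracycline-induced force-coupled D1 Hek293 cells and a calcium dye, signals were followed for 180 s after compound, then for 180 s after EC80 dopamine, to detect inhibitors.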
# RXFP1 ag = agonists of human relaxin receptor RXFP1; Q9HBX9; HEK293T-RXFP1 cAMP TR-FRET, 30 min; response scale: percent of porcine relaxin response, buffer zero; AID 2676; Potency, µM (doses to about 57.5 µM), without a hit: top-dose activation, most hits filed as activators; 370,000 compounds, 0.3% hits; also: potency is read from the fitted curve at half-maximal effect; % is scaled to controls: 0 for no effect and ±100 for the full control effect; nearly all actives have a fitted effect of over 60% in size; many of its hits are not listed in these tables
#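 Agonist response is measured as cAMP accumulation in an RXFP1-transfected HEK293T line under PDE4 inhibition. Values are scaled between buffer-only and 29 nM porcine relaxin, and EC50s come from standard Hill equation fits.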
# D1 ag = agonists of human D1 dopamine receptor; P21728; HEK293 T-REx D1 cells, calcium flux, agonist mode; activation, % at 2 µM; 360,000 compounds, 1% hits; AID 504660; in the data active = activation above about 30%; also: 0% is about no effect
#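 Agonism was scored from calcium flux recorded over 180 s (1 read/s) after pintool compound addition, following a 10-cycle baseline. Cells were inducible force-coupled HEK293 TREx D1, plated overnight at 30 C and loaded with no-wash calcium dye.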
# Starred values were filed as active, the others as inactive; ? = inconclusive; . = not tested or not shown; [ ] = another dose, or the depositor's remark. Unless noted, calls follow the shape of the dose curve; as a rule, active = well fitted curve in the direction sought with a large enough effect; inconclusive = small, poorly fitted or top-dose-only effect, or another doubt; inactive = no such curve, though single readings can be large; an effect the other way counts as inactive or inconclusive. The list is partial; the hit share may differ from the screen's.
# Fields: Apoferritin bind	D2 PAM	RXFP1 antag	TRHR ag	D1 antagonist	RXFP1 ag	D1 ag	TRHR PAM	D1 PAM
CCOC(=O)c1c(-c2cccc(C)c2)csc1NC(=O)c1c(-c2ccccc2)noc1C
→ -9%	27	-9	-0.8	-2	0.9%	5	-4	-4
CCc1ccc(N(C(=O)c2csnn2)C(C(=O)NC(C)(C)CC)c2ccccn2)cc1 (stereo not given)
→ -15%	-2	-1	-0.7	-66*	2.6%	1	-8	-5
CC(=O)Nc1ccc(NC(=O)c2oc3cc(C)c(C)cc3c2C)cc1
→ -2%	-5	.	-0.4	-15	2.8%	7	6	-10
N#CC(C(=O)Nc1ccccc1)=C1CCCCC1
→ -8%	-36	1	0.0	-2	-0.5%	1	-7	-3
CCn1c2ccc(OC)cc2c2nc3ccccc3nc21
→ ?	31*	1	-0.7	-22	1.6%	7	0	-4
O=C(CCCCCn1c(SCC(=O)c2ccccc2)nc2ccccc2c1=O)NCc1ccco1
→ -16%	10	-10	1.1	-19	1.4%	12	5	-5
CCOC(=O)C(C)Sc1nc(-c2ccccc2)nc2ccccc12 (stereo not given)
→ -11%	1	-16	-0.5	20	-1.0%	11	1	8
CCCCCC(=O)NC(=S)Nc1ccc(Cl)cn1
→ -6%	-9	4	0.5	13	2.2%	5	-7	-7
CN1CCN(C(=O)C2=C[C@@H](C3CCCCC3)C[C@@H](OCc3ccc(CO)cc3)O2)CC1
→ -5%	-2	.	1.1	-17	11%	8	7	-3
O=[N+]([O-])c1ccc(Sc2cccc3cccnc23)c([N+](=O)[O-])c1
→ -22%	-11	.	-0.9	.	-0.7%	2	-11	-1
Cc1ccc(NC(=O)Cn2c(=O)n(-c3ccccc3)c(=O)c3ccc(C(=O)NCc4ccc5c(c4)OCO5)cc32)cc1
→ -17%	1	.	1.4	-1	22µM*	5	-3	-3
COCCCn1c(SCC(=O)Nc2ccccc2F)nnc1-c1ccoc1C
→ -5%	-2	1	0.2	-15	0.1%	0	0	-4
COc1cccc(C2CC(c3ccc(Cl)cc3Cl)Nc3nc(N)nn32)c1 (stereo not given)
→ -8%	1	-14	0.5	1	-0.2%	1	11	2
CC(c1ccco1)N(C(=O)c1ccccc1NS(=O)(=O)c1cccc([N+](=O)[O-])c1)c1ccccn1 (stereo not given)
→ -6%	-3	0	-0.1	-14	2.4%	9	-5	-7
COc1ccc(CC(=O)OCC(=O)c2ccc(S(=O)(=O)N3CCCCC3)cc2)cc1
→ .	4	0	3.8	10	-0.1%	7	2	1
O=C(CN1C(=O)COc2ccc(S(=O)(=O)N3CCCC3)cc21)NCc1ccccn1
→ 0%	0	4	-0.5	8	0.0%	2	12	-3
N#Cc1c(N)nc2c(c1N)CC(COc1ccccc1)O2 (stereo not given)
→ 4%	-4	4	-0.2	6	5.6%	-1	3	-1
COc1ccc(CCNC(=O)/C=C/c2ccc(OC)c(S(=O)(=O)N3CCOCC3)c2)cc1
→ -11%	5	0	-0.3	-6	0.4%	1	-6	9
CN(CC(=O)Nc1cccc(F)c1)C(=O)CN1C(=O)NC2(CCCC2)C1=O
→ .	17	-4	0.4	-7	-0.2%	-1	21	-2
CCOC(=O)C(C(=O)NCc1cccc(OC)c1)c1ncc(C(F)(F)F)cc1Cl (stereo not given)
→ -10%	2	-7	-0.6	32	-0.1%	0	0	-3
O=c1c(N2CCN(c3ccc(F)cc3)CC2)csc2ccc(F)cc12
→ -13%	4	-10	0.5	-21	1.9%	2	8	0
CCCC1CC(C(=O)NC(C(C)Cl)C2OC(SC)C(O)C(O)C2O)N(C)C1 (stereo not given)
→ -6%	3	.	0.9	-10	1.4%	1	-4	-3
CCOc1ccc2nc(N(Cc3ccccc3)C(=O)CCNC(C)=O)sc2c1
→ -22%	-8	-15	-0.6	-6	2.2%	5	-1	1
O=S(=O)(c1ccccc1)N(CC(O)CN1CCOCC1)c1ccccc1 (stereo not given)
→ 6%	9	1	0.3	-4	-0.4%	1	3	1
O=C(COc1ccccc1-c1ccccc1)NCc1ccco1
→ -7%	-3	9	0.0	2	-3.7%	8	-2	-7
O=C(Nc1ccc(Cl)cn1)Nc1ccc(Cl)cn1
→ 3%	7	-4	1.4	-8	-1.4%	1	-1	1
CCOc1ccccc1CNC(=O)C1CCN(c2nn3cc(-c4ccc(F)cc4)nc3s2)CC1
→ 9%	6	6	0.3	1	-2.1%	1	14	-1
O=C(NCc1cccs1)C1CCN(C(=O)N2CCOc3ccccc32)CC1
→ -4%	-5	-3	0.3	0	-1.7%	0	2	0
Cc1nnc2n(-c3ccccc3)c(=O)c3c4c(sc3n12)COC(C)(C)C4
→ -8%	4	-5	-0.5	-7	-0.7%	3	25	-3
COc1ccc(S(=O)(=O)N(C)CC(=O)Nc2cccc(C(C)=O)c2)cc1C
→ -17%	8	-1	0.0	-18	2.9%	0	3	-7
COc1ccc(OC)c(N=C(N)N=C(N)N)c1
→ -3%	-10	.	0.4	8	2.2%	0	-1	0
O=C1CN(C(=O)CSc2nc3c(cnn3-c3ccccc3)c(=O)[nH]2)c2ccccc2N1
→ .	5	-6	0.7	6	1.5%	0	6	-2
CN(C)C(=O)CCC(=O)N1CCCCC1C(=O)Nc1ccc(Oc2ccccc2F)cc1 (stereo not given)
→ -7%	5	-3	-0.2	-10	-1.3%	0	28	-9
Cc1cc(-c2ccccc2)nc(N(C)NC(=O)c2cccc(C(F)(F)F)c2)c1S(C)(=O)=O
→ -14%	17	-5	-0.2	7	4.2%	4	1	-5
COCCN(C(=S)Nc1cccc(OC)c1)C(C)c1cccs1 (stereo not given)
→ -21%	-1	21	0.4	-6	0.7%	2	6	6
CN(C)c1cc(O)c(C(=S)Nc2ccccc2)c(N(C)C)c1
→ -16%	-4	-16	1.7	-1	-1.6%	2	0	-2
c1ccc(-c2nnc(-c3ccncc3)o2)cc1
→ 6%	-2	-26	0.2	3	3.1%	0	10	5
CNC(=O)C(=O)Nc1nc(C23CC4CC(CC(C4)C2)C3)cs1
→ -19%	16	-20	0.4	-12	1.2%	4	-7	-7
CCc1ccc(-c2csc(NC(=O)c3cccnc3)n2)cc1
→ -8%	2	3	-0.5	-15	1.4%	4	1	7
CCN1CCN(C(=S)Nc2sc(C)c(-c3ccccc3)c2C(=O)OC)CC1
→ -2%	-5	-7	0.3	12	2.5%	2	-3	0
COc1ccccc1C(=O)COC(=O)CCCN=C1NS(=O)(=O)c2ccccc21
→ .	6	-1	0.9	-1	0.4%	7	15	0
S=C(NCCCc1ccccc1)Nc1ccc(Cl)cc1
→ -5%	-4	-23	0.6	-24	0.0%	17	4	2
Cc1cc(C(=O)Nc2cccc3ccccc23)co1
→ ?	9	-17	-1.3	-4	0.1%	4	-1	0
O=C(NN1C(=O)/C(=C/C=C/c2ccco2)SC1=S)c1ccccc1O
→ 2%	14	-27	2.7	-8	-0.9%	5	3	3
O=C1Nc2ccccc2C(=O)N2[C@H](c3ccc(F)cc3)[C@@H]3C(=O)N(Cc4ccccc4)C(=O)[C@@H]3[C@H]12
→ -19%	-14	.	0.7	3	1.3%	1	3	3
CCN1CCC2(CCN(Cc3cn[nH]c3-c3ccc(OC)c(F)c3)C2)C1 (stereo not given)
→ -12%	0	-7	-1.1	-2	0.3%	2	5	0
Nn1c(SCC(=O)Nc2ccc(F)cc2)nnc1-c1cccnc1
→ 9%	1	3	0.2	6	-0.2%	0	-3	0
Cc1nc(NC(=O)c2ccccc2)sc1C1(C)CC(c2c(Cl)cccc2Cl)=NO1 (stereo not given)
→ -12%	2	.	0.1	-36*	1.9%	3	-3	-8
Cc1cc(C(=O)Nc2ccc(N3CCOCC3)c3nonc23)ccc1[N+](=O)[O-]
→ 0%	8	-5	-1.1	-15	0.1%	5	3	-9
CC(C)c1cc(C(=O)N2CCCC(Nc3ccc(F)cc3)C2)n[nH]1 (stereo not given)
→ -8%	4	1	-0.2	-19	-3.2%	6	7	1
Cc1cccc(OC(C)C(=O)Nc2ncn[nH]2)c1 (stereo not given)
→ 6%	14	0	0.0	0	-0.8%	1	-5	-4
CCNC(=O)COc1ccc(F)cc1C(=O)c1cnn(-c2ccccc2)c1
→ -13%	6	-6	-0.9	2	-2.2%	3	-1	1
CCOc1ccc(CN(C)C(=O)c2ccc(NS(=O)(=O)c3ccc4[nH]c(=O)[nH]c4c3)cc2)cc1
→ .	3	-10	-0.3	3	0.1%	5	-1	-6
NC(=O)C1CCN(C(=O)CCSc2ccccc2)CC1
→ -5%	-11	2	0.3	-11	0.8%	1	-1	-7
CC1CCCC(C)N1CCCNC(=O)c1cc2c(s1)-c1ccccc1OC2 (stereo not given)
→ 235%[activator]	7	-7	0.2	-4	8.1%	1	-2	-13
Cc1ccccc1N1CCN(S(=O)(=O)Cc2ccccc2)CC1
→ -13%	7	-3	-0.9	-11	0.4%	6	-5	1
COc1cc(C(=O)NNC(=O)c2cc(S(=O)(=O)N(C)C)ccc2N2CCCC2)cc(OC)c1OC
→ .	-1	-1	-0.2	11	0.3%	3	-5	.
Cc1ccc(S(=O)(=O)NCCC(=O)NC2CC2)cc1
→ 1%	1	10	0.6	1	0.2%	0	1	1
CC(=O)c1cccc(NS(C)(=O)=O)c1
→ -1%	3	-3	0.1	0	1.4%	-2	0	8
CCOC(=O)CNC(=O)c1cn(C)c(=O)c2cc(OC)c(OC)cc12
→ -10%	0	2	-1.7	-6	2.6%	5	12	-1
Cn1c(Cn2c(=O)sc3ccccc32)nnc1SCC(=O)Nc1ccc(Cl)cc1
→ 1%	11	.	-1.5	2	-2.7%	0	24	3
CCCN1C2=NCCCN2c2ccccc21
→ -7%	-8	9	-0.4	-11	-3.1%	1	3	-1

# Exported as comma-separated lines: part of the list above.
SMILES,Apoferritin bind,D2 PAM,RXFP1 antag,TRHR ag,D1 antagonist,RXFP1 ag,D1 ag,TRHR PAM,D1 PAM
CCCC1CC(C(=O)NC(C(C)Cl)C2OC(SC)C(O)C(O)C2O)N(C)C1 (stereo not given),-6%,3,.,0.9,-10,1.4%,1,-4,-3
CN(CC(=O)Nc1cccc(F)c1)C(=O)CN1C(=O)NC2(CCCC2)C1=O,.,17,-4,0.4,-7,-0.2%,-1,21,-2

# Screening data: PubChem, National Center for Advancing Translational Sciences (NCATS)
